mIAP act = mouse IAP activation. activation factor at 10 µM. 330,000 compounds, 0.24% hits. muIAP, CDP-Star luminescence, 30 min; active compounds read high; 1 = vehicle-only enzyme signal, 0 = enzyme-free wells;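 active = activation factor of at least 2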; note: the source names both 10 and 20 µM as test concentration; values of inactives mirror those of a sister screen read the other way
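System: Mouse IAP enzyme | Also added: CDP-Star substrate | Dosing: Compounds dispensed in DMSO | Schedule: 30 min enzyme-substrate-compound incubation at room temperature | Technique: Chemiluminescence readout | Control set: DMSO-only wells and no-enzyme negative control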
NALP3 yeast inh = inhibitors of NALP3 inflammasome in yeast; Yeast reconstituted NLRP3/ASC/caspase-1, beta-gal luminescence, 24 h; inhibition, % at 10 µM; 330,000 compounds, 0.39% hits; AID 2825;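 active = inhibition of 50% or more; inactive = inhibition below 50%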;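 note: plate controls were induced DMSO wells for no effect and uninduced yeast grown without galactose for full effect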
ATG4B inhibitor = blocks human ATG4B protease cleavage of LC3 substrate | Q9Y4P1 | ATG4B cleavage of LC3-PLA2, NBD-HPC fluorescence, 1 h | inhibition, % at 8.33 µM | 340,000 compounds, 0.51% hits; in the data active = inhibition above about 40%
mIAP inh = blocks mouse intestinal alkaline phosphatase | purified mouse IAP, CDP-Star luminescence, 30 min | inhibition, % at 10 µM | 330,000 compounds, 0.2% hits | AID 2806;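 active = inhibition of at least 40% at 10 µM in the primary screen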;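 note: plate controls were DMSO with enzyme for no effect and no enzyme wells for full effect; values of inactives mirror those of a sister screen read the other way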
TIM10 inh = TIM10 yeast growth inhibition; S. cerevisiae TIM10 strain growth, BacTiter-Glo luminescence, 24 h; inhibition, % at 10 µM; AID 463195; 330,000 compounds, 1.4% hits;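 active = inhibition of 40% or more at the single tested concentration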;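 note: wild-type TIM10 isogenic control strain grown at permissive 25 °C; 0% = DMSO yeast wells and 100% = minimal medium wells without yeast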
hIAP act = human IAP activation | 330,000 compounds, 0.16% hits | AID 2524 | P09923 | purified human IAP, CDP-Star luminescence, 30 min; active compounds read high; 1 = vehicle-only enzyme, 0 = enzyme-free background | activation factor at 10 µM;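 active = activation factor of the enzyme at least 2-fold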; note: the source names both 10 and 20 µM as test concentration; values of inactives mirror those of a sister screen read the other way
hIAP inh = human IAP inhibition; purified IAP, CDP-Star luminescence, 30 min; inhibition, % at 10 µM; 330,000 compounds, 0.12% hits; AID 2544;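 active = inhibition reaching a set limit with compound at 10 µM in the primary screen, cut at about 35% in these data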;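 note: plate controls were DMSO wells with enzyme for no effect and no-enzyme buffer wells for full effect; values of inactives mirror those of a sister screen read the other way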
tim10-1 inh = inhibits growth of tim10-1 mutant yeast. S. cerevisiae tim10-1 ts strain growth, BacTiter-Glo, 24 h. inhibition, % at 20 µM. 330,000 compounds, 2.2% hits. AID 463190;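 active = inhibition of at least 40%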;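 note: mutant grown at 25 °C; 0% = DMSO wells with yeast and 100% = wells holding no yeast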
Apaf1 inhib = blocks human Apaf-1 apoptosome activity | O14727 | reconstituted apoptosome caspase-3 activity, DEVD-Rh110 fluorescence | inhibition, % at 20 µM | 330,000 compounds, 0.71% hits | AID 489030; active = inhibition of at least 40% at 20 µM;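 note: plate controls were DMSO wells for no effect and DEVD-CHO caspase inhibitor wells for full effect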
Target sequence (O14727 whole entry, looked up): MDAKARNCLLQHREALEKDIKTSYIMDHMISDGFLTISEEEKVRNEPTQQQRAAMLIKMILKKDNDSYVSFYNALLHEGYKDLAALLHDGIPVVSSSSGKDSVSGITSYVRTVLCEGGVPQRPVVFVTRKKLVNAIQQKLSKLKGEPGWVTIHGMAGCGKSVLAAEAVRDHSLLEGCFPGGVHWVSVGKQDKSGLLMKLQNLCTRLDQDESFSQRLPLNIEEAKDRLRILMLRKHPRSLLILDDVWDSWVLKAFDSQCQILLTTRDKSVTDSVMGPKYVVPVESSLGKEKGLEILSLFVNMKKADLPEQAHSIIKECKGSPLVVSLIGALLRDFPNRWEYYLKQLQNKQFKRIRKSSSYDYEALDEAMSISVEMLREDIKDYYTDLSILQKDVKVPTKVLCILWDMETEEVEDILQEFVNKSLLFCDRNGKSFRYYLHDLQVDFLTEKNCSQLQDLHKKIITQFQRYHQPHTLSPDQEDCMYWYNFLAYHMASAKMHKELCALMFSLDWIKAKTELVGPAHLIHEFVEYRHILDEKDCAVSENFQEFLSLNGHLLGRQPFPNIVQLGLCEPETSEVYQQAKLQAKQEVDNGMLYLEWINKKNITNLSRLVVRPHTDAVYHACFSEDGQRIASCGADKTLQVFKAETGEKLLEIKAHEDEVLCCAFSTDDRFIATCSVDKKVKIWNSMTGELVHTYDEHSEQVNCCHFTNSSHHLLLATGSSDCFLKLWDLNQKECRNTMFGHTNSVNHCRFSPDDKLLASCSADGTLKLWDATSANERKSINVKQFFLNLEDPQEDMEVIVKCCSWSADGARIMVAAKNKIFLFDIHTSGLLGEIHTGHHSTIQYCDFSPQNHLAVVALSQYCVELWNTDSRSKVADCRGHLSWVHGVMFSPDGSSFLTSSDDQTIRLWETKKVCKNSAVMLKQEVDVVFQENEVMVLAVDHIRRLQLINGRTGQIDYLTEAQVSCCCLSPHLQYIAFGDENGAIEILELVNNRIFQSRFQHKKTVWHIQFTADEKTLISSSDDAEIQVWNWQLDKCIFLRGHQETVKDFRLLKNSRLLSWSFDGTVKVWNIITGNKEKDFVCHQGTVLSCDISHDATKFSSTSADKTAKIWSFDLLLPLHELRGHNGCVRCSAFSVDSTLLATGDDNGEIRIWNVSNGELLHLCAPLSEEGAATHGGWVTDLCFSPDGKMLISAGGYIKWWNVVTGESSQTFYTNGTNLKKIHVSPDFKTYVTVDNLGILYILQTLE
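Material: reconstituted apoptosome with Apaf-1, cytochrome c, caspase-9, procaspase-3, dATP; medium: pH 7.5 Hepes buffer with CHAPS, BSA, DTT; also added: cytochrome c and DEVD-Rh110 substrate; timing: 30 min plus 50 min, RT; signal: Rh110 fluorescence intensity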
* hit, by the source's call; . = not tested or not shown.

SMILES	mIAP act	NALP3 yeast inh	ATG4B inhibitor	mIAP inh	TIM10 inh	hIAP act	hIAP inh	tim10-1 inh	Apaf1 inhib
Cc1ccc(NC(=O)COC(=O)Cn2ccc(=O)[nH]c2=O)cc1C	1.1	6	-5	-7	-5	1.2	-22	-13	-3
O=C(O)Cn1c(SC2CCCCC2)nc2ccccc21	0.98	2	-3	2	-3	0.99	1	4	-4
O=C1C=CN(C(=O)Oc2ccccc2)CC1	1	-1	-3	-4	2	1.2	-23	16	-8
CN(C(=O)COC(=O)c1ccccc1SCC(=O)NC1CCCCCCC1)C1CCS(=O)(=O)C1 (centres undefined)	1	11	-5	-2	9	1.3	-27	7	-1
O=C(Cn1cc2c(n1)CCCCC2)NC1CCCCCC1	1.1	10	0	-12	14	1.2	-20	34	6
COc1ccc(S(=O)(=O)N2c3ccccc3OCC2C)cc1 (centres undefined)	0.94	-2	18	6	19	1	0	22	8
CCn1c(COc2cccc3cccnc23)nnc1SC(F)F	1	2	-5	-2	8	0.94	6	28	13
CCCCNc1c(-c2ccc(SC3CCCCC3)c(OC)c2)nc2ccc(Cl)cn12	0.95	7	-3	5	22	1	-2	25	18
COc1cc2c(cc1OC)CN(C(=O)C1CCCN(C(=O)c3ccc(Cl)cc3)C1)CC2 (centres undefined)	1.1	14	3	-9	0	1.1	-6	-2	25
COc1ccc(CNC(=O)c2ccc(CNc3c(NC4CCCCC4)c(=O)c3=O)cc2)cc1	1.1	17	-4	-9	-7	0.92	8	-4	-7
Cc1csc(SCCn2c(N3CCN(c4ccccc4)CC3)nc3c2c(=O)[nH]c(=O)n3C)n1	0.94	8	-9	6	16	1.2	-15	10	9
CCOC(=O)C1(C)NC(c2ccc(N(C)C)cc2)C2C(=O)N(CC)C(=O)C21 (centres undefined)	0.94	1	-16	6	-3	0.98	2	9	-3
O=C(Nc1cccc(S(=O)(=O)N2CCOCC2)c1)c1cnn2c(C(F)F)cc(-c3ccccc3)nc12	1	17	-12	-1	-1	0.83	16	-11	10
Nc1cccnc1S(=O)(=O)c1cccc(C(F)(F)F)c1	1.1	-45	-3	-7	12	0.95	4	2	-12
CS(=O)(=O)N(CC(=O)NC1CC2CCC1C2)c1cccc(C(F)(F)F)c1 (centres undefined)	1	-3	-18	-1	29	1.2	-23	8	5
O=C(Cc1ccc(F)cc1)N[C@@H]1c2ccccc2CC[C@@H]1O	1	.	4	-4	-6	.	.	21	14
Cc1nc2ccc(S(=O)(=O)Nc3cccc(-c4nc5cccnc5s4)c3C)cc2s1	1	27	-8	0	5	0.89	11	35	2
COc1ccc(CC(=O)NNc2ncnc3c2cnn3-c2ccc(C)cc2)cc1OC	0.9	8	-2	10	-4	1.8	-78	-5	-3
COc1c(C)cc(C(=O)C2CCCN(C(=O)c3snnc3C)C2)cc1C (centres undefined)	1	10	-7	-2	0	0.98	2	18	-8
COC(=O)c1ccc(CSCc2ccc(C(=O)OC)o2)o1	1.2	14	4	-15	-2	1.1	-13	16	12
Cc1cccc(NC(=O)CSCC(=O)Nc2cc(Cl)ccc2N2CCOCC2)c1	1.2	15	-16	-16	18	1.1	-10	7	12
O=C(C1CCC(Cn2c(=S)[nH]c3ccccc3c2=O)CC1)N1CCN(c2ccccc2)CC1 (centres undefined)	1	7	-10	0	46*	0.95	5	26	29
CCOC1=C/C(=C/c2c(N)n3nc(CC(=O)N4CCCC4)sc3nc2=O)C=CC1=O	0.97	-23	14	3	14	0.95	5	3	9
COc1ccc(OC)c(C(=O)COC(=O)COc2ccccc2F)c1	0.99	6	0	1	12	1	-2	5	13
CCOC(=O)c1c(NC(=O)CN2CCN(c3ccc(Cl)cc3)CC2)sc(C)c1C	0.94	9	13	6	19	0.97	3	17	0

Only NALP3 yeast inh and ATG4B inhibitor (two entries from above):
structure,NALP3 yeast inh,ATG4B inhibitor
O=C(Cc1ccc(F)cc1)N[C@@H]1c2ccccc2CC[C@@H]1O,.,4
Cc1nc2ccc(S(=O)(=O)Nc3cccc(-c4nc5cccnc5s4)c3C)cc2s1,27,-8

Back to the main list, repeating the seven entries before the break.
SMILES	mIAP act	NALP3 yeast inh	ATG4B inhibitor	mIAP inh	TIM10 inh	hIAP act	hIAP inh	tim10-1 inh	Apaf1 inhib
COc1c(C)cc(C(=O)C2CCCN(C(=O)c3snnc3C)C2)cc1C (centres undefined)	1	10	-7	-2	0	0.98	2	18	-8
COC(=O)c1ccc(CSCc2ccc(C(=O)OC)o2)o1	1.2	14	4	-15	-2	1.1	-13	16	12
Cc1cccc(NC(=O)CSCC(=O)Nc2cc(Cl)ccc2N2CCOCC2)c1	1.2	15	-16	-16	18	1.1	-10	7	12
O=C(C1CCC(Cn2c(=S)[nH]c3ccccc3c2=O)CC1)N1CCN(c2ccccc2)CC1 (centres undefined)	1	7	-10	0	46*	0.95	5	26	29
CCOC1=C/C(=C/c2c(N)n3nc(CC(=O)N4CCCC4)sc3nc2=O)C=CC1=O	0.97	-23	14	3	14	0.95	5	3	9
COc1ccc(OC)c(C(=O)COC(=O)COc2ccccc2F)c1	0.99	6	0	1	12	1	-2	5	13
CCOC(=O)c1c(NC(=O)CN2CCN(c3ccc(Cl)cc3)CC2)sc(C)c1C	0.94	9	13	6	19	0.97	3	17	0
CSc1ccccc1NC(=O)COC(=O)Cc1cccs1	0.99	18	-6	1	2	1	-3	3	-1
CC1=C(OC(=O)c2ccc(Br)cc2)C(C)(C)C(c2ccccc2)OC1=O (centres undefined)	0.96	0	-3	4	26	0.79	21	36	17
Cc1ccc(S(=O)(=O)Nc2cccnc2)cc1C	1	2	-2	0	-4	0.95	5	-8	-1
CCN(CC)C(=O)CC(c1ccc(N(C)C)cc1)c1c(OC)cc(OC)c2ccc(=O)oc12 (centres undefined)	0.98	8	-8	2	6	1	0	-2	-1
Clc1ccc(-c2nc3ncccn3c2Nc2ccc3c(c2)OCO3)cc1	0.9	19	10	10	2	0.94	6	10	30
CN(C)S(=O)(=O)c1ccc(/C(O)=C2/C(=O)C(=O)N(Cc3cccnc3)C2c2ccco2)cc1 (centres undefined)	0.97	2	-2	3	-13	1	0	2	-2
Cc1ccc(N=Nc2c(N)nn3c(N)c(C#N)c(C)nc23)cc1	0.88	39	-11	12	-3	1.2	-18	5	7
Cc1ccc(N2CCN(S(=O)(=O)c3cccs3)CC2C)cc1 (centres undefined)	1.1	56*	-6	-15	7	1.3	-26	17	62*
COc1ccc2oc(C(=O)OCC(=O)N3CCN(C(C)=O)CC3)c(C)c2c1	0.95	7	0	4	3	0.89	11	2	2
COc1cccc(C2C3(C#N)C(N)=NC(OC)(OC)C23C#N)c1 (centres undefined)	1	18	-2	0	-8	1.2	-18	-3	-6
COc1ccc(N(CC(=O)N2CCN(c3cccc(C)c3)C(C)C2)S(=O)(=O)c2c(C)n[nH]c2C)cc1 (centres undefined)	0.98	10	-11	2	12	1.5	-50	2	11
COC(=O)c1ccc(C(=O)Nc2ccc(C(C)C)cc2N)cc1	0.95	16	2	5	22	0.99	1	8	-5
CCOC(=O)c1nnc(-c2ccccc2)nc1NCc1ccc(Cl)cc1	0.89	18	-7	11	18	0.88	12	35	21
CC(OC(=O)C1=COCCO1)C(=O)Nc1cc(S(=O)(=O)N2CCCCC2)ccc1Cl (centres undefined)	1	3	-2	-1	26	0.97	3	25	1
CS(=O)c1ccc(-n2c(=O)n(Cc3ccccc3)c(=O)c3[nH]cnc32)cc1 (centres undefined)	0.91	-6	5	9	-3	1	-3	7	0
CCC1CCCCN1c1ccc([N+](=O)[O-])cc1/C=N/NC(=O)Cn1c2ccccc2c(=O)c2ccccc21 (centres undefined)	0.92	25	-4	8	-21	1.1	-15	16	20
COC(=O)C(CCSC)NC(=O)c1cc2c(n(-c3ccc(C)cc3)c1=O)CCCC2=O (centres undefined)	0.92	17	1	8	-4	0.96	4	8	-10
CC(C)NC(=O)CSc1ccccc1C(=O)NNC(=O)Cn1ccc(C(F)(F)F)n1	1	16	-4	-4	0	1.2	-23	-16	-1
Cc1cc(C(=O)COC(=O)Cc2n[nH]c(=O)c3ccccc23)c(C)n1-c1ccc2c(c1)OCO2	1	8	-14	-3	-12	1.1	-10	21	12
COc1ccc(C(=O)NCC(=O)NCc2cc(=O)n(C)c(=O)n2C)cc1	0.99	16	-1	1	9	1.1	-12	0	10
CCOc1ccccc1CN1CCN(Cc2ccc3cccc(OC)c3n2)CC1CCO (centres undefined)	1.1	28	-3	-10	6	0.93	7	5	13
CCCCC(=O)Nc1ccccc1N1CCOCC1	0.94	8	-3	6	7	0.93	7	4	-7
Clc1ccc(CN2C3=NCCCN3c3ccccc32)cc1Cl	0.96	22	-3	4	3	0.96	4	2	-3
CCOC(=O)c1cc(-c2ccccc2C)nn1Cc1cc(C)no1	0.96	13	8	4	-24	1.1	-12	-8	13
O=C(CCCn1c(=O)[nH]c2ccsc2c1=O)N1CCCCC1	1	-15	-18	-1	6	1	-3	3	1
More compounds.
SMILES	mIAP act	NALP3 yeast inh	ATG4B inhibitor	mIAP inh	TIM10 inh	hIAP act	hIAP inh	tim10-1 inh	Apaf1 inhib
COc1cccc(C(=O)NCCN2CCN(c3ccc(Cl)cc3)CC2)c1	0.96	19	3	4	-2	0.94	6	8	3
CC1CCc2c(sc3nc(C4CC4)nc(N4CCN(C(=O)c5ccco5)CC4)c23)C1 (centres undefined)	1.1	26	-2	-8	34	0.93	8	19	27
CC1CCN(C(=O)CSc2nc(N)c(NC(=O)c3ccccc3)c(=O)[nH]2)CC1	0.88	0	0	12	13	1.1	-13	8	3
CCC(CO)NCC#Cc1ccccc1 (centres undefined)	0.97	1	-3	3	10	1	-1	-13	-3
Cc1cc(Nc2ccccc2)n(C(=O)c2ccc(N)cc2)n1	1.1	35	-3	-9	58*	0.99	1	50*	7
Cc1cccc(NC(=O)NNC(=O)COc2ccc3ccccc3c2)c1	0.95	17	5	5	-1	1.8	-79	-7	13
O=C(Nc1cc(C(F)(F)F)ccc1Cl)c1cc(C2CC2)on1	0.92	10	13	8	8	1	-1	14	-15
CC(C)(C)c1ccc(OCc2ccc(C(=O)NCc3cccnc3)o2)cc1	0.99	16	-11	0	-1	1.1	-11	33	23
CCCNC(=O)c1cc(OC)c(OC)cc1[N+](=O)[O-]	1	-2	-2	0	-1	0.95	5	2	-9

Rows were taken by chance; any-hit rate near 4.5%.
